Pf apPOL block – Pf-apPOL DNA polymerase inhibition; AID 1794808; 0.25% of 210,000 active; inhibition, % at 10 µM; Recombinant Pf-apPOL, molecular beacon fluorescence, 1.5 h
mHTT-CaM PPI inh – inhibitors of human mutant huntingtin-calmodulin interaction | P42858 | AlphaScreen His-mHTT/GST-CaM binding, luminescence | inhibition, % at 15 µM | 3.6% of 190,000 active;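 also: 0% = both proteins with DMSO and 100% = one protein alone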
The depositor's hits bear a star; i = inactive; nt = not tested or not shown; & = joins results of further samples. Rule as the data show it: active = inhibition above about 50%; inactive = the rest.

SMILES	Pf apPOL block	mHTT-CaM PPI inh
Cc1ccc(Cl)cc1-n1nc(C)c2c1CCCC2=O	0	19
COc1ccc2cc3cc(C(=O)Nc4cc(OC)c(OC)c(OC)c4)oc3nc2c1	4	14
O=[N+]([O-])c1sc2ccccc2c1-[n+]1ccccc1	-5	25
Cc1nc(NCCNC(=O)CC(C)C)cc(N2CCOCC2)n1	-2	-2
COc1ccc(C(=O)Nc2cccc(C(C)=O)c2)c(OC)c1OC	1	-2
CC(C)CN1CCN(C(=O)c2ccc3c(c2)N(S(C)(=O)=O)CC3)CC1	-1	5
O=C1OC(/C=C/c2cccc([N+](=O)[O-])c2)=NC/1=C\c1ccccc1F	-5	6
O=C1CSC(c2ccccc2Br)N1c1ccc(F)cc1Cl (centres undefined)	-2	-9
CC(C)(C)c1ccc(OC(=O)NC(=O)c2ccccc2Cl)c(C(C)(C)C)c1	2	nt
Cc1ccc(C(=O)N(C)C(C)C)c(C2CCN(C(=O)c3ccc(F)cc3)CC2)n1	-3	2
COc1cc(CC(=O)O)c(Cc2cc(OC)c(OC)cc2CC(=O)O)cc1OC	18	4
O=C(Nc1cnc(N2CCOCC2)nc1)c1cc(F)ccc1F	-2	-2
CC(C)c1ccc(S(=O)(=O)N2CCOCC2)cc1	5	-11
O=C(Nc1ccc(Cl)cc1)c1cccc2[nH]cc(CN3CCCC3)c12	-4	10
O=C(c1ccoc1)N1CCCC(c2ccnc(Nc3cccc(F)c3)n2)C1 (centres undefined)	-2	72*
COc1ccc(Oc2c(C)oc3cc(O)ccc3c2=O)cc1	1	1
Clc1ncccc1N=Nc1cccnc1Cl	nt	11
Cc1ccc(NC(=O)CSc2nc3nc(C)cc(C)n3n2)cc1	-6	25
COc1ccc(S(=O)(=O)c2c(O)cc(C)c(NS(=O)(=O)c3ccccc3)c2C)cc1	-1	3
CC12C=CC3(CN(CCCN4CCOCC4)C(=O)C3C1C(=O)O)O2 (centres undefined)	-10	1

4 of the compounds above, with two lines to a compound.
Every second line gives: Pf apPOL block | mHTT-CaM PPI inh
> COc1cc(CC(=O)O)c(Cc2cc(OC)c(OC)cc2CC(=O)O)cc1OC
 : 18 | 4
> CC12C=CC3(CN(CCCN4CCOCC4)C(=O)C3C1C(=O)O)O2 (centres undefined)
 : -10 | 1
> Cc1ccc(C(=O)N(C)C(C)C)c(C2CCN(C(=O)c3ccc(F)cc3)CC2)n1
 : -3 | 2
> O=C(Nc1ccc(Cl)cc1)c1cccc2[nH]cc(CN3CCCC3)c12
 : -4 | 10

Among those listed so far, these have a Cl atom:
SMILES	Pf apPOL block	mHTT-CaM PPI inh
Cc1ccc(Cl)cc1-n1nc(C)c2c1CCCC2=O	0	19
O=C1CSC(c2ccccc2Br)N1c1ccc(F)cc1Cl (centres undefined)	-2	-9
CC(C)(C)c1ccc(OC(=O)NC(=O)c2ccccc2Cl)c(C(C)(C)C)c1	2	nt
O=C(Nc1ccc(Cl)cc1)c1cccc2[nH]cc(CN3CCCC3)c12	-4	10
Clc1ncccc1N=Nc1cccnc1Cl	nt	11

Following part.
SMILES	Pf apPOL block	mHTT-CaM PPI inh
CCOc1ccc(C(=O)Nc2nc3ccccc3s2)cc1Br	-4&-5	-2&0
COc1ccc(N2CCN(Cc3cccc(OC)c3OC)CC2)cc1	0	12
COc1ccc(C)cc1NC(=O)CN1CCc2ccccc2C1C(=O)N1CCC(C)CC1 (centres undefined)	-5	61*
CCC(C)NC(=O)CN(c1cc(C(F)(F)F)ccc1Cl)S(C)(=O)=O (centres undefined)	-5	-3
O=C(N/N=C\c1cccs1)c1cnccn1	nt	i
CCCCN(CC)C(=O)c1oc2ccc(S(=O)(=O)N3CCCC3)cc2c1C	-7	21
Cc1ccccc1S(=O)(=O)N1CCC(n2cnc3ccccc3c2=O)CC1	0	-7
CC1CCC(C(C)C)C(OC(=O)CCCN2C(=O)c3cccc4cccc(c34)C2=O)C1 (centres undefined)	-7	-18
O=C(C1CCN(c2nccnc2Sc2ccccc2)CC1)N1CCC2(CC1)OCCO2	-3	-1
CCCN1C(=O)Cc2ccccc2C1C(=O)NCc1cccc(OC)c1 (centres undefined)	-3	-6
O=c1[nH]c2ccc(Cl)cc2o1	nt	-3
CCCNC(=O)c1nc2cccnc2n(CC)c1=O	-5	-1
O=C(Oc1cc(Cl)cc(Cl)c1)c1csc(Cc2c(Cl)cccc2Cl)n1	-2	nt
Cc1ccc(NC(=O)c2oc3ccc(S(=O)(=O)N4CCOCC4)cc3c2C)cc1Cl	-8	1
CCNC(=O)c1sc(-c2cccc(F)c2)nc1C	-1	3
Cn1nc(-c2nc(Cc3ccccc3)no2)c2c1CCN(S(=O)(=O)c1ccccc1)C2	-2	3
NC(=O)C1CCN(C(=O)Cc2ccccc2)CC1	-5	2
O=C(NCc1cccnc1)c1ccccc1[N+](=O)[O-]	-6	-1
C=CCn1c(-c2nonc2N)nc2ccccc21	-6	-7
C#CC(C)(C)N1CC(C)C(=O)CC1C (centres undefined)	nt	-8

Laid out differently: entries from further up
Values in the order – Pf apPOL block, mHTT-CaM PPI inh
> O=C(N/N=C\c1cccs1)c1cnccn1
    nt, i
> Cn1nc(-c2nc(Cc3ccccc3)no2)c2c1CCN(S(=O)(=O)c1ccccc1)C2
    -2, 3
> COc1ccc(N2CCN(Cc3cccc(OC)c3OC)CC2)cc1
    0, 12

(next part)
SMILES	Pf apPOL block	mHTT-CaM PPI inh
CC(C)CCn1c(Cl)nc2c1c(=O)n(C)c(=O)n2C	-1	-3
O=C(C1CCC1)N1CCN(C2=NN=C(c3cccs3)CS2)CC1	-5	78*
O=C(NC1(c2nc(-c3cccnc3)no2)CCCCC1)c1ccc(F)c(Cl)c1	-2	18
O=C(Nc1cnc(N2CCCC2)nc1)c1ccc(Br)cc1	-7	-4
Cc1cc(C)nc(SCC(=O)Nc2ncc([N+](=O)[O-])s2)n1	-1&-1	-5&-3
COc1cc(C=NN)cc(OC)c1OC	-11	nt
COc1cc2c(cc1OC)C(C(=O)NCCN(C)C)C(c1cccs1)N(C)C2=O (centres undefined)	1	-3
COc1ccc(NC(=O)C2CCCN(c3nccnc3Sc3ccccc3)C2)cc1 (centres undefined)	-1	7
COC(=O)c1ccnc(C2=C(O)CCCC2)c1	1	-1
Cc1ccc(S(=O)(=O)N2CCc3nc(NC(=O)CCC4CCCC4)sc3C2)cc1	-2	18
COc1ccc(NC(=O)Cn2c(C)nc3sc(C)c(C)c3c2=O)cc1Cl	-2	-4
OC(COCC1COc2ccccc2O1)CN1CCN(c2ccccn2)CC1 (centres undefined)	-21	8
COc1cc2c(cc1NC(=O)c1ccc([N+](=O)[O-])c(C)c1)oc1ccccc12	-2	1
CSc1ccc(CC(=O)Nc2ccc([N+](=O)[O-])cc2)cc1	11	16
O=[N+]([O-])c1ccc(-n2cc(-c3ccccc3)nc/c2=N\N(Cc2ccccc2)c2ccccc2)cc1	nt	i
Cc1nc(CNC(=O)C2CCN(C(=O)Nc3ccc(C)c(Cl)c3)CC2)cs1	8	-8
O=S(=O)(NCc1ccc(F)cc1Cl)c1c[nH]c2ncccc12	0	-10
O=C(NCCc1ccc(Cl)cc1)C1CCN(S(=O)(=O)N2CCCC2)CC1	-8	7
CNC(=O)C1CN(C(=O)NCc2cccc(F)c2)CC12CCCC2 (centres undefined)	0	-4
O=C(/C=C/c1ccccc1)NCCSc1c[nH]c2ccccc12	-5	27
N#CC(C#N)=C(NC12CC3CC(CC(C3)C1)C2)C(F)(F)F	3	-4
O=C1CC(N2CCCC2)C(=O)N1c1cccc(Cl)c1 (centres undefined)	-7	1
O=C(NC(Nc1ncccn1)C(=O)c1ccccc1)c1ccccc1 (centres undefined)	5	-1
COc1cccc(OC)c1OC	-2	-3
COc1ccccc1C(=O)Nc1ccc2oc(-c3ccncc3)nc2c1	-4	39
Cc1ccccc1-n1nc2c(c1NC(=O)c1c(F)cccc1F)CS(=O)(=O)C2	-6	-6
CC1(C(=O)NCc2cccc(F)c2)CCCN(S(=O)(=O)c2cccc(Cl)c2)C1 (centres undefined)	0	36
O=C1NC(=O)/C(=C/c2ccc(OCc3ccc(I)cc3)cc2)N1	-3	10
N#CC(=CNc1cccnc1)C(=O)c1ccc(OC(F)(F)F)cc1	-70	nt
COC(OC)C12c3ccccc3C(c3ccccc31)C1C(=O)N(c3cccnc3)C(=O)C12 (centres undefined)	-8	16
O=C1c2cccc([N+](=O)[O-])c2C(=O)N1c1cc([N+](=O)[O-])ccc1Cl	2	-5
O=C(NC(N1CCCCC1)C(Cl)(Cl)Cl)c1ccc([N+](=O)[O-])cc1 (centres undefined)	2	22
CCCCNC(=O)c1cccnc1SCc1ccccc1Cl	-25	-8
O=C(CCCc1ccccc1)NC1CCN(c2nnc3ccc(Cl)cn23)CC1	-1	2
Cc1nc2cc(N3CC(C(=O)Nc4ccccc4C)CC3=O)ccc2o1 (centres undefined)	-2	-6
c1ccc(-n2ncc3c2CCc2c-3[nH]c3ccccc23)cc1	-1	33
Cc1ccc(NC(=O)c2ccco2)cc1	-2	-3
CS(=O)(=O)N1CCN(C(=O)CCc2csc(NC(=O)c3cccs3)n2)CC1	-3	-6
O=C(Nc1ccccc1Sc1ccc([N+](=O)[O-])c(Sc2ccccc2NC(=O)c2cccs2)n1)c1cccs1	-2	nt
Cc1ccc(C)c(C(C)NC(=O)C(C)Oc2ccccc2)c1 (centres undefined)	-3	-2
Cc1ccc(C)c(NC(=O)Cn2nc3c(cc2=O)CC(C)CC3)c1 (centres undefined)	-2	-5
Cc1ccc(S(=O)(=O)N(CC(O)Cn2nnc3ccccc32)c2ccccc2)cc1 (centres undefined)	1	5
Cc1ccc(S(=O)(=O)N[C@@H](Cc2ccccc2)C(=O)CCl)cc1	-6	nt
COc1ccc(C2SCCN2S(=O)(=O)c2ccc(-c3ccccc3)cc2)cc1OC (centres undefined)	-3	-1
Fc1ccc(COc2ccc(-c3nnco3)cc2)cc1	-15	nt
COc1ccccc1C(=O)Nc1nnc(C2CC(=O)N(c3ccc(SC)cc3)C2)o1 (centres undefined)	-1	30
O=C1C2C3C=CC(O3)C2C(=O)N1c1cccc(C(F)(F)F)c1 (centres undefined)	-11	-3
Cc1ccc(F)cc1NS(=O)(=O)c1cc2n(c1)CCCNC2=O	4	-4
O=[N+]([O-])c1ccc2cc(Br)c3ccccc3c2c1	2	nt
COc1ccc(NC(=O)Cc2ccccc2[N+](=O)[O-])cc1OC	2	2
Cc1ccc(C)c(C(=O)N(CCn2cccn2)c2nc3c(F)cccc3s2)c1	-6	-11
O=C(c1ccccc1)N1CCC(CCNS(=O)(=O)c2ccc(Cl)s2)CC1	-2	45
COc1ccc(C)cc1NC(=O)CSc1nnc(C)c(=O)[nH]1	-2	-17
CN(c1ccc(F)cc1)S(=O)(=O)c1ccc2[nH]cc(C(=O)NC3CCCC3)c(=O)c2c1	-14	6
CC(=O)c1cccc(NC(=O)c2cc(C(C)(C)C)oc2C)c1	-50	-2
COc1cc(O)c(C(CCN2CCCC(C)C2)c2ccc(N(C)C)cc2)c(OC)c1 (centres undefined)	7	55*
O=C(Cn1ccc2ccn(CC3CC3)c2c1=O)N1CCOCC1	-6	-3
Cc1ccc(C(=O)CC(=O)c2ccccc2O)cc1	-1	45
CCOC(=O)C1CCCCN1S(=O)(=O)c1ccc2[nH]c3c(c2c1)CCCC3 (centres undefined)	4	62*
O=C(Nc1ccc(Cl)cc1)c1ccc([N+](=O)[O-])o1	-7	14

Additional compounds:
SMILES	Pf apPOL block	mHTT-CaM PPI inh
O=C(Nc1ccc(F)cc1F)c1cccc(C(=O)Nc2ccc(F)cc2F)c1	-1	-4
COc1cc(-c2nc(-c3cccc(C(F)(F)F)c3)no2)cc(OC)c1OC	-4	-14
COc1cc(C)c(C(C)C)cc1S(=O)(=O)NCc1ccc2c(c1)OCO2	3	1
CC(=O)c1ccc(NC=CC(=O)c2ccc(F)cc2)cc1	-10	nt
COc1ccc(C2CC(=O)C3=C(C2)Nc2ccccc2NC3c2ccccc2OC)cc1OC (centres undefined)	-7	32
COc1cccc(-c2noc(C3CCCN3C(=O)Nc3ccc(C)c(C)c3)n2)c1 (centres undefined)	-4	15
CC(=O)N1CCC(n2c(C)nc(C(=O)Nc3ccc4c(c3)OCCO4)c2C)CC1	1	33
O=C(NCc1cccs1)C1CCN(c2nc3cccnc3s2)CC1	2	-7
CN1CCN(CCCNC(=O)c2ccc3c(c2)N(C)C(=O)C2CCCCN32)CC1 (centres undefined)	-1	2
CCNC(=O)c1c(C)nc2ccccn12	2	-2
COc1cc(S(=O)(=O)NCc2ccc3c(c2)OCO3)ccc1Cl	-2	-12
Cc1cc(C)cc(S(=O)(=O)N2CCN(Cc3noc4ccccc34)CC2)c1	-2	-10
Cc1ccc2oc(-c3cccc(NC(=O)C4CCC4)c3)nc2c1	1	-12
Cc1ccc(N2C(=O)C3N=NN(c4ccc(F)cc4)C3C2=O)cc1 (centres undefined)	-2	-15
CC(C)Sc1oc(-c2cccs2)nc1S(=O)(=O)c1ccccc1	-2	-9
Cc1csc2sc(C(=O)N3CCOCC3)c(C)c12	-8	nt
O=C(CC(C(=O)N1CCc2ccccc21)n1ccnc1)N1CCCC1 (centres undefined)	-10	-9

Two consecutive records already listed, for reference:
SMILES	Pf apPOL block	mHTT-CaM PPI inh
Cc1csc2sc(C(=O)N3CCOCC3)c(C)c12	-8	nt
O=C(CC(C(=O)N1CCc2ccccc21)n1ccnc1)N1CCCC1 (centres undefined)	-10	-9
